# PPARg SRC2 recr = agonists of SRC-2 recruitment by human PPARgamma; P37231; PPARgamma LBD-SRC-2 recruitment, biochemical; activation, % at 8 µM; 0.34% of 200,000 active; AID 1032; in the data active means activation above about 22%;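 further: 0% = vehicle and 100% = reference agonist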
# Target sequence (P37231 whole entry, looked up, the tested form may be a part): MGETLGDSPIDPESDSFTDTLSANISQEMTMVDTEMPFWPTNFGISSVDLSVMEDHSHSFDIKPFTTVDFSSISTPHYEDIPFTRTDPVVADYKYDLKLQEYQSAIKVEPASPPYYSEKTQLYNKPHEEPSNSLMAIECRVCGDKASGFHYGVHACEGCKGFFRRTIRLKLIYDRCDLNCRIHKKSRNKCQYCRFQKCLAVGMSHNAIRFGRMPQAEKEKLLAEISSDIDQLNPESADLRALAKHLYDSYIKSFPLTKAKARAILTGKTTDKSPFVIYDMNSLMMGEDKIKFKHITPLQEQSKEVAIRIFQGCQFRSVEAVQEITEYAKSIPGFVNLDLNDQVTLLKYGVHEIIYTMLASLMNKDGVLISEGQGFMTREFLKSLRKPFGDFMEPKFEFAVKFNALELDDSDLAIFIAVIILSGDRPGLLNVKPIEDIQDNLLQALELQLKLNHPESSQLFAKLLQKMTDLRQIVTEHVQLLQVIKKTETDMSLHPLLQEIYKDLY
# PPARg SRC3 recr = promotes SRC-3 coactivator recruitment by human PPARgamma | P37231 | biochemical PPARgamma/SRC-3 coactivator recruitment assay | activation, % at 8 µM | 0.26% of 200,000 active; in the data active means activation above about 23%;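 further: 0% = DMSO and 100% = reference agonist; some compounds past the cut are filed as inactive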
# SRC2 TRFRET art = flags TR-FRET format artefacts in PPARgamma SRC-2 recruitment agonist screen; TR-FRET artefact counter-screen; stronger effect = higher value; TR-FRET ratio at 8 µM; 0.4% of 200,000 active; AID 1049; in the data active means TR-FRET ratio above about 2000; further: inactives centre near 1500
# bIAP act = increases bovine intestinal alkaline phosphatase activity; purified bovine IAP, CDP-star luminescence, 30 min; stronger effect = higher value; fold of DMSO-control signal, blank-subtracted; activation factor at 20 µM; 0.17% of 200,000 active; AID 1016;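 active means activation factor of 2 or more at 20 µM, a signal rise over negative controls twice the positive control's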
# PPARg SRC-1 ag = PPARgamma-driven SRC-1 recruitment agonism; P37231; activation, % at 8 µM; 0.41% of 200,000 active; PPARgamma-SRC-1 coactivator recruitment biochemical assay; in the data active means activation above about 19%;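 further: 0% = DMSO and 100% = reference agonist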
# STAT3 act = activators of IL-6 induced STAT3 signaling; 0.91% of 190,000 active; U3A cells, IL-6 STAT3-luciferase reporter, luminescence; 100% = signal with IL-6 EC80 alone; activation (% of control), % at 5.6 µM;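 active means activation above the screen-wide mean of compound activation plus 3 SD, cut at about 130% in these data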;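 further: 0% = background luminescence of wells with medium and substrate only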
#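 system = STAT3-luciferase reporter U3A cells | reagent = IL-6 stimulus at 33 ng/mL final | timing = 1 h compound pre-exposure, 6 h IL-6 stimulation, 37 °C | measured by = luminescence | evaluation = % activation versus median of IL-6-stimulated wells | control set = IL-6-only wells as 100% reference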
# ROMK mod = human ROMK K+ channel modulation, primary screen. Tet-inducible ROMK, thallium flux fluorescence; actives lie on both sides. 2% of 130,000 active. P48048. B-score at 10 µM;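 active means signal ratio slope over the read window, or its plate-corrected B-score, at least 3 SD from the plate mean, either direction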;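 further: B-score of the F/F0 ratio slope over 7 to 12 s after thallium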
# Target sequence (P48048 whole entry, looked up): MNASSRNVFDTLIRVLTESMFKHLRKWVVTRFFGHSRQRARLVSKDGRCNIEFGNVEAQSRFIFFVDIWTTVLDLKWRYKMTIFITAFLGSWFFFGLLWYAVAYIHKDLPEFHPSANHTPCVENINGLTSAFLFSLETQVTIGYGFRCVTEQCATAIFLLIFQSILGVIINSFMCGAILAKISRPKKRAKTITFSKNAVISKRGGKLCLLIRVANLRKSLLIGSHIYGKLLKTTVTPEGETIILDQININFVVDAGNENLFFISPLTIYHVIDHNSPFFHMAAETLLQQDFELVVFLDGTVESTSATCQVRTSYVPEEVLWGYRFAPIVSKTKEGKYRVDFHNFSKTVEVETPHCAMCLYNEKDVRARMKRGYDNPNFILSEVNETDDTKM
# STAT3 inh = inhibitors of IL-6 induced STAT3 signaling; 0.89% of 190,000 active; inhibition, % at 5.5 µM; U3A cells, IL-6 STAT3-luciferase reporter, luminescence; host cell line lacks STAT1;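 active means inhibition above the mean inhibition across all screened compounds plus 3 SD, cut at about 44% in these data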;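 further: 0% = DMSO only wells and 100% = 100 µM nifuroxazide control wells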
# bIAP inh = blocks bovine intestinal alkaline phosphatase activity. purified bovine IAP, CDP-star luminescence, 30 min. inhibition, % at 20 µM. 190,000 tested, under 10 active;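 active means over 50% inhibition of intestinal alkaline phosphatase at 20 µM in the single-dose screen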
#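 Assay system – bovine IAP enzyme · Quantity – bovine IAP at 1/65,000,000 final dilution · Detection – CDP-star luminescence signal · Times – 30 min reaction at room temperature · Also added – CDP-star substrate at 30 µM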
# STAT1 inh = inhibitors of IFN-gamma induced STAT1 signaling; 0.35% of 200,000 active; NIH 3T3 STAT1-luciferase reporter, luminescence; inhibition, % at 5.5 µM; AID 920;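 active means inhibition above a set limit, the mean inhibition across all tested compounds plus 3 SD, cut at about 34% in these data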;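 further: 0% = IFN-gamma with DMSO and 100% = IFN-gamma with 300 µM nifuroxazide; values of inactives mirror those of a sister screen read the other way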
# TNAP act hiacc = activators of human TNAP at high phosphate acceptor concentration; purified TNAP, CDP-star luminescence, 1 M DEA, 30 min; stronger effect = higher value; 0 = EDTA background, 1 = DMSO-only activity; AID 1136; 200,000 tested, under 10 active; activation factor at 20 µM; P05186;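 active means activation factor at least 2 at 20 µM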
#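 Control set: EDTA negative control, DMSO positive control / Assay system: human TNAP / Quantity: TNAP 1/800 final / Evaluation: TNAP activation factor scaled between EDTA and DMSO control wells / Measured by: luminescent substrate turnover signal / Compound dosing: one dose, 20 µM / Times: 30 min enzyme reaction at room temperature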
# * = called active by the depositor; · = no result given.
SMILES,PPARg SRC2 recr,PPARg SRC3 recr,SRC2 TRFRET art,bIAP act,PPARg SRC-1 ag,STAT3 act,ROMK mod,STAT3 inh,bIAP inh,STAT1 inh,TNAP act hiacc
O=C(COC(=O)/C=C/c1ccc(Cl)cc1)Nc1ccc2c(c1)OCCO2,2,7,1555,0.9,6,82,0.084,24,5,4,1
CC(C)(C)c1ccc(-c2c(C#N)c(N)nc3c2CCCC3)s1,6,6,1652,0.9,-2,97,·,15,7,11,1
CCC(=O)c1ccc(OCCn2cnc3ccccc32)cc1,5,0,1480,1.1,1,94,-1.5,12,-6,0,1.1
Cc1nnc(Sc2cc(NCCCO)c([N+](=O)[O-])c3nonc23)s1,-3,1,1618,0.9,0,91,0.23,16,7,9,0.9
O=C(O)Cc1ccc(NC(=O)CCN2C(=O)c3ccc([N+](=O)[O-])cc3C2=O)cc1,15,4,1701,1,12,95,1.6,10,-5,-1,1
Cc1c(Cl)c([N+](=O)[O-])nn1CCCC(=O)Nc1c(C)n(C)n(-c2ccccc2)c1=O,0,0,1620,1,11,106,-0.044,2,-1,-6,1
COc1ccccc1-c1nc(C#N)c(N2CCc3ccccc3C2)o1,4,7,1632,1.2,9,90,-0.29,14,-19,-9,1
O=C(NCc1ccc2c(c1)OCO2)c1ccc(S(=O)(=O)N2CCOCC2)cc1,1,2,1480,1.2,-2,100,0.83,11,-18,-5,1
O=C(N/N=C/c1ccc(N2CCCCC2)o1)c1ccccc1[N+](=O)[O-],2,5,1498,1,0,103,1.6,-5,3,17,1
COc1ccc(Cl)cc1NC(=O)CN(C)CC(=O)Nc1ccc(C)cc1Br,-2,3,1723,1,3,104,-0.28,-2,-1,-2,1
Cn1c(C2=C(O)CN(c3ccccc3)C2=N)nc2ccccc21,-13,-2,1330,1.2,0,111,0.39,-12,-24,-12,1
CCc1nnc(NC(=O)CCC(=O)N2CCN(C3c4ccccc4-c4ccccc43)CC2)s1,-11,0,1572,1,-5,101,1.2,-3,4,0,1.1
O=C(NCCCN1CCOCC1)c1ccc(Br)s1,0,-12,1665,0.9,0,111,-0.00091,-11,12,2,1.1
COc1ccc(/C(C)=N/NC(=O)c2ccc(CSc3cccc4cccnc34)cc2)cc1OC,1,2,1279,1,-4,102,·,2,-1,-2,1
O=C(NCc1ccc(Cl)cc1)c1ccccc1Oc1ccccc1,-2,3,1416,0.7,2,96,-0.41,11,30,0,1.1
CCn1cc(Cl)c(C(=O)Nc2ccc3c(c2)OCCO3)n1,3,-1,1569,1,8,70,-1.3,40,4,-8,1
C=CCNc1nc(C2(C)CC3(CC(C)(C)OC3=O)C(=O)O2)cs1 (centres undefined),-1,-2,1531,1,-4,98,-0.039,6,2,3,1
CCOC(=O)C1CCN(CCC(=O)Nc2cccc(Cl)c2)CC1,3,-8,1494,1.1,5,101,·,2,-10,1,1
Cc1cc(NC(=O)COC(=O)c2oc3c(Cl)cccc3c2C)no1,6,8,1433,0.9,6,93,0.49,9,10,2,1
CCOc1ncccc1C(=O)OCC(=O)Nc1ccc(-c2nc3ccc(C)cc3s2)cc1,0,2,1680,1,7,39,0.75,72*,2,-19,1
O=C(NCc1cccc(Cl)c1)c1ccco1,-5,8,1461,0.9,-1,98,0.55,4,10,4,1
CN(CCCNC(=O)c1ccc(/C=N/O)nc1)CCCN(C)Cc1ccccc1,2,11,1683,1.2,-4,100,·,4,-19,11,1
Cc1ccc(C(=O)NCCNC(=O)CN2CCOCC2)cc1,1,0,1663,1,9,104,·,-2,5,0,1.1
Cc1ccc(-n2nc3ccc(NC(=O)/C=C/c4ccco4)cc3n2)cc1C,3,-2,1533,0.9,-2,106,·,-8,10,-31,1
Cc1c(Cl)cccc1NC(=S)N=Nc1c(O)n(CN2CCOCC2)c2ccccc12,6,4,1735,0.7,8,102,0.076,2,30,7,0.8
CC(C)COC(=O)C(N)C(C(=O)OCC(C)C)c1ccccc1 (centres undefined),2,-7,1617,0.8,3,88,·,25,23,5,1.1
Cc1ccc(S(=O)(=O)c2nc(S(C)(=O)=O)sc2NCC2CCCO2)cc1 (centres undefined),-1,8,1612,0.9,11,98,·,9,9,-2,1.1
O=C(NNc1ncc(C(F)(F)F)cc1Cl)c1c(Cl)cccc1Cl,3,-2,1709,1,7,94,·,14,-1,-6,1
COC(=O)C1=C(NC(=O)c2ccc(Br)cc2)CCS1,5,-1,1637,1.2,-3,146*,0.013,-34,-17,-6,1
CCc1cccc(C)c1NC(=O)Nc1ccc2c(c1)OCO2,2,4,1526,1.1,-4,104,-0.41,3,-7,0,1
Cc1cc(NC(=O)CN2C(=O)C3CC=CCC3C2=O)no1 (centres undefined),6,-1,1567,0.8,10,95,·,12,21,2,1
COC(=O)c1cc2c(ccn2C)n1C,-3,-2,1363,1.2,-5,95,0.57,8,-20,3,1
COCc1cc(C)nc2sc(C(=O)NCCO)c(-n3cccc3)c12,5,0,1486,0.9,-7,102,-0.12,5,11,-13,1
Cn1c(SCC(=O)NC2CCCCC2)nnc1-c1cc2cc(Cl)ccc2o1,9,7,1529,0.8,-2,97,-0.35,10,16,-1,1.1
COc1cccc(/C=N/NC(=O)c2cnccn2)c1,5,-2,1500,2.2*,-4,111,·,-13,-121,-21,1
CNC(=O)c1sccc1-n1cccc1,5,3,1435,0.9,1,101,2.9*,5,9,-2,1
O=C(CN(CCc1ccccc1)C(=O)CNS(=O)(=O)c1ccc(F)cc1)NCC1CCCO1 (centres undefined),-4,-4,1477,0.9,2,98,-0.83,4,9,15,1
Oc1c(N=NC(=S)Nc2ccccc2F)c2ccccc2n1Cc1ccccc1F,12,0,1586,0.7,10,97,-0.12,14,26,3,0.8
COc1cccc(-c2nn(C)c3sc(C(=O)NCc4ccc5c(c4)OCO5)cc23)c1,-1,10,1694,1.4,-2,97,·,8,-38,3,1.1
CN1CCN(/N=C/c2ccc(C#N)cc2)CC1,4,5,1464,1,-1,94,0.26,8,0,-12,1

# Some of these compounds in order of SMILES length, rising.
SMILES,PPARg SRC2 recr,PPARg SRC3 recr,SRC2 TRFRET art,bIAP act,PPARg SRC-1 ag,STAT3 act,ROMK mod,STAT3 inh,bIAP inh,STAT1 inh,TNAP act hiacc
O=C(NCc1cccc(Cl)c1)c1ccco1,-5,8,1461,0.9,-1,98,0.55,4,10,4,1
Cc1ccc(C(=O)NCCNC(=O)CN2CCOCC2)cc1,1,0,1663,1,9,104,·,-2,5,0,1.1
Oc1c(N=NC(=S)Nc2ccccc2F)c2ccccc2n1Cc1ccccc1F,12,0,1586,0.7,10,97,-0.12,14,26,3,0.8
Cc1ccc(S(=O)(=O)c2nc(S(C)(=O)=O)sc2NCC2CCCO2)cc1 (centres undefined),-1,8,1612,0.9,11,98,·,9,9,-2,1.1
COc1cccc(-c2nn(C)c3sc(C(=O)NCc4ccc5c(c4)OCO5)cc23)c1,-1,10,1694,1.4,-2,97,·,8,-38,3,1.1

# Taken from above.
# Result for Cc1cc(NC(=O)CN2C(=O)C3CC=CCC3C2=O)no1 (centres undefined) in PPARg SRC-1 ag: 10
# Result for CNC(=O)c1sccc1-n1cccc1 in STAT1 inh: -2

# Carrying on:
SMILES,PPARg SRC2 recr,PPARg SRC3 recr,SRC2 TRFRET art,bIAP act,PPARg SRC-1 ag,STAT3 act,ROMK mod,STAT3 inh,bIAP inh,STAT1 inh,TNAP act hiacc
CCCCN(CCCC)C(=O)/C=C/c1cccc([N+](=O)[O-])c1,2,10,1579,0.9,7,97,·,12,7,4,1
COc1ccc(-n2c(=O)[nH]c3c(C(N)=O)nc(C4CCCCC4)nc32)cc1,8,2,1478,1.1,7,103,0.81,4,-9,-8,1.1
Cc1cccc(C)c1NC(=O)C(c1ccc([N+](=O)[O-])cc1)N1CCCCC1 (centres undefined),2,-11,1579,1,0,105,·,1,0,-5,1
CC1=C(C(=O)OCC2CCCO2)C(c2ccc(O)cc2)NC(=O)N1 (centres undefined),-3,-3,1386,0.9,2,94,·,13,7,1,1.1
N#CC1=C(N)C(C#N)(C#N)[C@H](c2c(F)cccc2F)[C@H]2CC3(CC=C12)OCCO3,3,-1,1505,1,-1,100,-3.6*,8,4,13,1
CC1=C(C(=O)Nc2cccnc2)C(c2ccc(C(C)C)cc2)n2ncnc2N1 (centres undefined),0,14,1600,0.9,6,106,·,-2,12,2,1
C#CCn1c(C)cc(C)c(S(=O)(=O)c2ccccc2)c1=O,-3,2,1420,1,1,107,-1.8,-2,-2,-25,1.1
C=CCOC(=O)C1=C(C)Nc2ncnn2C1c1cc(Br)ccc1F (centres undefined),5,-7,1647,1,-2,88,1,18,5,6,1.1
Cc1nc(N2CCN(c3ccccc3)CC2)nc2c1C(=O)CC(C)C2 (centres undefined),-9,9,1626,1,3,82,·,26,-1,5,1
CCCCC(=O)Nc1ccc(C(=O)NCC(=O)OC)cc1,-7,-11,1464,0.9,-5,103,·,1,7,4,1
CC(=O)Nc1ccc(NC(=O)CN(c2ccccc2Cl)S(C)(=O)=O)cc1,4,1,1453,1,-5,96,·,8,0,1,1
COc1ccc2nc(NC(=S)N(C)C)sc2c1,-8,-5,1531,1.2,3,65,·,44*,-15,-77,1.1
Cc1cc(S(=O)(=O)N2CCC(NC(=O)C34CC5CC(CC(C5)C3)C4)CC2)ccc1-n1cnnn1,10,-8,1384,1,-1,107,0.5,-7,0,7,1.1
CC(=O)OC1c2ccccc2C(=O)N1c1ccccc1C (centres undefined),20,12,1665,0.8,6,105,·,-1,17,10,1
Cc1nc2ccc(S(=O)(=O)N(C)CC(=O)NCc3ccc4c(c3)OCO4)cc2s1,-9,-10,1542,1,-3,92,-1,13,-2,2,1
COCCNC(=O)CCc1nnc(Cc2ccc(-c3ccccc3)cc2)o1,2,-4,1477,1,-2,104,·,0,-1,7,1

# Source: PubChem (several laboratories)
